# From PubChem BioAssay
# K1F lysis inhibition: inhibition of K1F phage lysis, E. coli UTI89, bacterial capsule biogenesis inhibitors, alamar blue (AID 488966); one-dose inhibition, % at 100 µM; IC50 in µM for titrated hits; hit rate 0.02% among 340,000; E. coli UTI89 K1F phage lysis, alamar blue, 2 h; higher % means a stronger effect;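 active = phage lysis inhibition, versus mean bacterial control, above a set limit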;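 note: capsule biogenesis inhibitors block K1F phage lysis so surviving cells raise fluorescence; higher fluorescence means more inhibition of phage lysis; actives were called in the ten point dose series up to 300 µM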
# HIV peptide binding: inhibitors of HIV fusion peptide binding, primary screen, biochemical, uHTS, fluorescence dequenching (AID 1986); one-dose inhibition, % at 20 µM; IC50 in µM for titrated hits; cell-free peptide binding, fluorescence dequenching, 30 min; higher % means a stronger effect; hit rate 0.3% among 290,000; in the data active = inhibition mostly above about 52%, no sharp cut-off; inactive = mostly below about 76%; note: some results filed as inactive read as strong as hits
# GPR55 beta-arrestin: GPR55 agonists via beta-arrestin recruitment, primary screen, imaging, U2OS cells, beta-arrestin-GFP redistribution (AID 1961) | hit rate 0.048% among 290,000 | one-dose activation, % at 10 µM; EC50 in µM for titrated hits | U2OS GPR55 beta-arrestin-GFP redistribution imaging; higher % means a stronger effect;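 active = activation above 40% with more than 50 cells counted in the well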;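 note: U2OS osteosarcoma cells stably expressing GPR55 and beta-arrestin-GFP; plate controls were DMSO negative control for no effect and LPI positive control for full effect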
# AID2073: inhibitors of Mint1-CaV2.2 protein interaction, biochemical, HTRF (AID 2073) | HTRF protein-protein interaction, Mint1-CaV2.2; higher % means a stronger effect | inhibition, % at 20 µM, or IC50 in µM where a hit was titrated | hit rate 0.19% among 290,000; in the data active = inhibition mostly above about 51%, no sharp cut-off; note: some results filed as inactive read as strong as hits
# NTR1 agonist: agonists of NTR1, primary screen, imaging, U2OS cells, beta-arrestin-GFP, high content (AID 493036); activation, % at 20 µM; hit rate 0.17% among 330,000; NTR1-U2OS beta-arrestin-GFP spot imaging, agonist mode;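 active = activation at or above 40% of the spot to cytoplasm intensity ratio, with at least 20 cells analyzed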;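 note: 0% = DMSO without peptide and 100% = 100 nM NTR1 peptide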
# Target sequence (P30989 whole entry, looked up): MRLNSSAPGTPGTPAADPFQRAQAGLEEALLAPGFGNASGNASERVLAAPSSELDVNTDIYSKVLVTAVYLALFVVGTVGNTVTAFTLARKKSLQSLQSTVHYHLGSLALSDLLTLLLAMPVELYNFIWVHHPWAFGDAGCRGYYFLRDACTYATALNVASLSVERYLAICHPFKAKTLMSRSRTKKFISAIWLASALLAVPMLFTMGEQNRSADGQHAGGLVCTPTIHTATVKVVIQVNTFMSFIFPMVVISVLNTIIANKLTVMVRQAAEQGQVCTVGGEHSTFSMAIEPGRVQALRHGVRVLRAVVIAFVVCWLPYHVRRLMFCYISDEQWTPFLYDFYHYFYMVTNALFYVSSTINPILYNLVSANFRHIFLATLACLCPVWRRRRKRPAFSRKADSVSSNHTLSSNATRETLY
# NS5 inhibitors: Dengue-2 NS5 methyltransferase inhibitors, primary screen, biochemical, confirmation dose response (AID 588689) | Genome polyprotein (Dengue virus type 2 (strain 16681-PDK53)) | Dengue-2 NS5 methyltransferase capping enzyme assay, biochemical; higher % means a stronger effect | inhibition, % at 25 µM, or IC50 in µM where a hit was titrated | hit rate 0.3% among 340,000; in the data active = a potency from the dose series
# GPR35 antagonists: GPR35 antagonists blocking zaprinast-driven arrestin recruitment, primary screen, imaging, U2OS, beta-arrestin-GFP, zaprinast agonist (AID 2058); inhibition, % at 10 µM; hits with a dose series show IC50 in µM; G-protein coupled receptor 35 (Homo sapiens); U2OS GPR35 beta-arrestin-GFP translocation imaging, zaprinast antagonism; higher % means a stronger effect; hit rate 0.052% among 290,000;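 active = inhibition of at least 50% with at least 30 cells and total cytoplasm GFP at most 10,000,000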
# GPR55 LPI antagonism: GPR55 antagonists blocking LPI-driven arrestin recruitment, primary screen, imaging, U2OS, beta-arrestin-GFP, LPI agonist (AID 2013). inhibition, % at 10 µM, or IC50 in µM where a hit was titrated. hit rate 0.13% among 290,000. U2OS GPR55 beta-arrestin-GFP translocation imaging, LPI antagonism; higher % means a stronger effect. G-protein coupled receptor 55 (Homo sapiens);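 active = spots per cell inhibited over 60%, with over 100 cells counted and total cytoplasm intensity under 500,000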;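 note: U2OS cells stably carrying GPR55 and arrestin-GFP stimulated by 5 µM LPI near EC80; imaged beta-arrestin-GFP aggregate spots per cell after agonist stimulation; plate controls were LPI-stimulated DMSO wells for no effect and DMSO wells without LPI for full effect; some results filed as inactive read as strong as hits; confirmed hits need IC50 under 10 µM and bright autofluorescent wells are also inconclusive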
# SIAH1 antagonists: Siah-1 peptide-binding antagonists, primary screen, biochemical, fluorescence polarization, rhodamine-plectin, uHTS (AID 1817) | E3 ubiquitin-protein ligase SIAH1 (Homo sapiens) | Siah-1 / rhodamine-plectin peptide fluorescence polarization; higher % means a stronger effect | displacement, % at 20 µM, or IC50 in µM where a hit was titrated | hit rate 0.02% among 290,000;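 active = displacement of at least 50% at 20 µM, with a fluorescence ratio check between 0.3 and a set limit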;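 note: plate controls were Siah plus tracer with DMSO for no effect and tracer alone without Siah for full effect; strong numbers were not always called active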
# NTR1 agonist cell count 20 µM: recorded beside NTR1 agonist, whose call it bears; cell count; measured here: cell count, cytotoxicity flag
# NS5 inhibitors pilot replicate: also measured in NS5 inhibitors; calls as there; inhibition, %; measured here: pilot screen replicate inhibition
# Active calls of the source: *; nt = not tested or not shown; & = joins results of further samples; [ ] = another dose, or the depositor's remark.
SMILES,K1F lysis inhibition,HIV peptide binding,GPR55 beta-arrestin,AID2073,NTR1 agonist,NTR1 agonist cell count 20 µM,NS5 inhibitors,GPR35 antagonists,GPR55 LPI antagonism,SIAH1 antagonists,others
CS(=O)(=O)N(CC(=O)Nc1cccnc1)c1ccc2c(c1)OCO2,-0.1%,-0.2%,-0.2%,-2.0%,2.1,54,-3.2%,-13.8%,-6.8%,-0.4%,
CCOC(=O)C1C(=O)CC(C)(O)C(C(=O)OCC)C1c1cccc(OC)c1 (configuration not stated),4.4%,0.7%,1.2%,10.2%,-0.1,54,-3.4%,-1.3%,-11.0%,1.6%,
O=S(=O)(c1ccc(Cl)nc1)N(Cc1ccccc1)Cc1ccccc1,0.0%,1.3%,0.8%,1.9%,2.6,32,3.2%,5.6%,-0.7%,1.7%,
CC1=CC(C)(C)NC(=S)N1c1ccccc1,0.7%,1.3%,-0.1%,-25.9%,-1.0,58,-2.1%,-9.6%,-2.4%,-2.5%,
CCCCN(C)C1CCN(C(=S)Nc2cccc(SC)c2)CC1,4.6%[50 µM],-0.4%,-0.4%,-2.2%,1.5,58,1.7%,-1.9%,4.0%,1.9%,
CN(C)c1ccnc(Oc2ccc(F)cc2)c1C#N,4.1%,-3.1%,0.2%,-0.2%,-0.4,33,-2.1%,8.8%,0.6%,-2.3%,
CCC1=C2CC[C@H]3C(=O)N(C)C(=O)[C@H]3[C@H]2[C@@]2(Cc3ccccc3)C(=NCCOC)OC(=O)N2C1=O,2.0%,-0.2%,0.7%,3.3%,9.2,99,-1.6%,3.1%,4.3%,0.2%,
O=C(CN1C(=O)C2CC=C(Cl)CC2C1=O)Nc1ccc(C(=O)O)cc1 (configuration not stated),0.5%,8.1%,0.4%,8.7%,-1.1,81,13.5%,-17.6%,-9.1%,-4.2%,NS5 inhibitors pilot replicate=3.0
CN(C)c1ccnc(N(Cc2ccccc2)Cc2ccccc2)c1C#N,-0.1%,-1.7%,-0.2%,8.4%,3.4,40,0.0%,31.6%,0.509µM*,3.3%,
CO/N=C(/CS(=O)Cc1ccc(Cl)cc1)c1ccc(Cl)cc1 (configuration not stated),3.9%,0.0%,0.3%,-9.0%,3.5,51,-2.7%,3.4%,12.8%,2.7%,
CC(=O)/C(=C\Nc1ccc(OCc2ccccc2)cc1)c1ccccc1,0.2%,-2.8%,0.2%,17.1%,0.0,40,-11.1%,8.8%,0.2%,-0.5%,
N#C/C(=C/c1cccn1-c1cccc(C(=O)O)c1)c1ccc(F)cc1,-0.4%,18.6%,-0.1%,9.2%,nt,nt,2.3%,-2.3%,8.3%,11.0%,
Cn1nnnc1NCc1ccc(Cl)cc1,0.3%,0.0%,1.0%,0.2%,0.6,38,-7.9%,-10.8%,7.9%,1.6%,
Cc1ccc2nc(NC(=O)c3ccccn3)sc2c1,-0.1%,2.6%,-0.4%,24.0%,6.3,49,-7.8%,6.7%,21.4%,2.8%,
CC(Sc1ccc2c(c1)OCCO2)C(=O)Nc1ncc(Cl)cc1Cl (configuration not stated),-1.0%,-1.7%,-0.1%,-10.5%,3.7,33,2.7%,-5.6%,-2.1%,1.6%,
C/C(=N\O)c1oc2ccc3c(C)cc(=O)oc3c2c1C,nt,-0.2%,-0.1%,27.1%,0.0,72,nt,13.2%,4.7%,-1.4%,
COc1cc(S(=O)(=O)NCCN2CCOCC2)ccc1-n1cnnn1,0.3%,-0.2%,0.2%,-7.9%,0.2,40,-13.2%,-2.8%,21.8%,-1.9%,
O=C(CNC(=O)c1cccc(Br)c1)N/N=C/c1cc(Br)cc(Br)c1O,0.8%,8.9%,0.2%,19.2%,3.9,85,-11.7%,8.4%,6.9%,9.1%,
COC(=O)c1sc(NC(=O)COc2cccc(C)c2)nc1C,9.7%,1.3%,-0.2%,4.4%,-1.2,33,3.6%,-14.5%,-2.3%,7.4%,
CCOc1ccccc1-n1nnnc1SCC(=O)OC,-0.1%,-0.9%,-0.3%,-4.2%,-0.7,62,8.6%,-18.6%,3.3%,0.3%,
CN(C(=O)C1CCC(=O)N(CCc2ccc(Cl)cc2)C1)C1CCOCC1 (configuration not stated),-0.1%,1.8%,0.0%,17.2%,-0.3,53,0.0%,-9.9%,14.3%,0.1%,
CCc1cc2c(=O)c(-c3cnn(-c4ccccc4)c3)c(C(F)(F)F)oc2c(CN(C)C)c1O,1.3%[50 µM],-1.5%,-0.3%,-3.4%,6.1,70,-2.0%,-15.1%,-4.3%,-6.1%,
C=CCSc1nnc(-c2nnc(SCC=C)n2CC)n1CC,1.5%,-1.4%,-0.1%,4.4%,-3.8,92,-1.6%,19.5%,-2.8%,-1.7%,
Cc1[nH][nH]c(=O)c1C(c1ccc(F)cc1)c1c(C)[nH][nH]c1=O,-0.1%,-1.5%,0.5%,7.9%,3.4,62,-11.8%,4.4%,15.9%,7.0%,
COc1ccccc1NC(=O)c1cc2c(CO)cnc(C)c2oc1=Nc1ccccc1,0.3%,-3.0%,-0.1%,32.9%,19.7,60,-7.8%,-4.7%,8.3%,-1.5%,
CCC(C)NC(=O)C1CCCN(c2nc(C)cc(OC)n2)C1 (configuration not stated),-0.1%,1.6%,-0.3%,15.1%,-1.0,47,17.8%,-10.6%,3.7%,0.5%,
CCOC(=O)Cc1csc(NC(=O)c2c(-c3c(F)cccc3Cl)noc2C)n1,7.5%,-0.3%,-0.1%,-2.5%,-1.7,61,-4.9%,-2.4%,7.4%,-3.0%,
CCOC(=O)CN=C/C(C(C)=O)=C(/C)O,1.4%,1.4%,-0.3%,-4.4%,0.2,43,-7.9%,4.8%,4.2%,9.7%,
CC(/C=C/C(=O)c1ccc(C)cc1)=C\c1ccccc1,0.3%,3.0%,0.0%,7.2%,3.4,73,-7.6%,5.0%,7.6%,-0.4%,
CCOCCn1c(SCc2ccc(C)cc2)nc2c1c(=O)[nH]c(=O)n2C,0.4%,5.4%,-0.1%,5.5%,6.7,65,-0.7%,16.3%,-8.7%,2.6%,
COc1cccc(-n2ccnc2SCC(=O)Nc2cc(C)on2)c1,0.1%,0.8%,-0.1%,-7.5%,0.7,61,-5.2%,5.9%,-3.6%,0.7%,
O=C(CC(NCc1ccccn1)C(=O)O)Nc1ccccc1Cl (configuration not stated),2.8%,0.4%,0.6%,13.2%,0.4,78,-7.2%,7.8%,-17.7%,-8.7%,
O=C(Cc1ccc2c(c1)OCCO2)N1CCN(S(=O)(=O)c2cccs2)CC1,0.3%,-0.6%,0.0%,1.1%,-0.5,69,0.0%,-3.0%,15.1%,-4.9%,
CCC(=O)c1ccc(OCC(O)CN2CCN(C(c3ccccc3)c3ccccc3)CC2)cc1 (configuration not stated),2.6%,-2.9%,-0.2%,-3.2%,7.2,83,-2.4%,5.1%,33.3%,4.9%,
CCOc1ccccc1N1CC(C(=O)Nc2cc(Cl)ccc2C)CC1=O (configuration not stated),0.2%,0.7%,-0.1%,4.7%,0.2,44,-2.4%,-0.3%,0.8%,0.5%,
Cc1c(Cl)cccc1NC(=S)NCCc1ccc(Cl)cc1,0.0%,0.6%,0.2%,2.1%,1.3,59,-10.1%,-9.3%,-2.4%,0.4%,
CCOC(=O)C1=C(C)NC(C)=C(C(=O)OCC)C1,-0.1%&0.1%,0.2%&0.5%,-0.2%&0.4%,-8.5%&3.5%,-1.6&-0.7,99&86,0.0%&-10.4%,0.8%&5.8%,11.3%&1.4%,3.8%&-8.7%,
CCN(CC(=O)Nc1ccccc1-c1ccccc1)Cc1nc2ccccc2c(=O)[nH]1,0.2%,1.1%,-0.1%,-4.4%,1.2,61,-3.0%,-14.8%,-20.1%,4.3%,
COc1ccc2[nH]c(=O)c(CNc3ccc(C)cc3C)cc2c1,0.3%[50 µM],0.3%,0.9%,-2.2%,-0.9,55,0.0%,-2.2%,-14.8%,-7.0%,
CN(CC1CCOCC1)C(=O)CC1C(=O)NCCN1Cc1ccc(-c2ccccc2)cc1 (configuration not stated),1.0%,1.7%,0.0%,19.8%,2.0,49,0.8%,-0.6%,12.7%,1.7%,
OCCNc1nc(N2CCCCC2)nc2ccccc12,-0.3%,1.3%,0.3%,-2.0%,3.5,61,-1.2%,5.0%,-16.9%,-0.1%,
Cc1ccc(-n2nc(C(=O)O)c(O)cc2=O)cc1,1.1%,16.0%,-0.1%,-9.9%,0.3,86,nt,-16.3%,7.7%,1.0%,
Cc1ccc(N(C(=O)c2csnn2)C(C(=O)NC(C)(C)C)c2cccnc2)cc1 (configuration not stated),-0.1%,-1.3%,-0.1%,18.0%,0.6,42,-7.0%,13.3%,-4.1%,-6.5%,
C/C(=N\O)C(=O)NCCN(C)C,3.3%,-0.8%,0.1%,1.5%,0.2,64,4.0%,10.3%,9.1%,2.3%,
COc1ccc(NC(=S)N(CCc2nc3cc(C)c(C)cc3[nH]2)Cc2cccnc2)cc1,9.0%,-2.1%,-0.1%,-37.9%,6.5,48,-4.5%,1.0%,-7.8%,-1.4%,
O=C(NCc1ccccn1)C(=O)NN=C1CCCCCCCCCCC1,-0.5%,0.2%,0.3%,2.4%,1.7,88,-0.7%,0.3%,11.7%,5.7%,
COc1ccc(CN(CCO)CCO)cc1[N+](=O)[O-],0.1%,1.6%,0.0%,-6.6%,-1.1,92,-9.7%,-8.4%,-10.2%,11.5%,
CC(C)OC(=O)C1C2C=CC3(CN(CC4CCCO4)C(=O)C13)O2 (configuration not stated),3.6%,1.3%,-0.2%,-1.9%,-3.2,80,-5.6%,3.6%,8.4%,5.1%,
NNc1nc2sc3c(c2c(=O)[nH]1)CCc1ccccc1-3,-0.5%,38.8%,0.0%,26.1%,2.2,77,5.5%,11.5%,-4.3%,-5.8%,
COc1cc(NC(=O)c2cc(-c3ccc(C)cc3)on2)cc(OC)c1OC,0.0%,-0.9%,0.0%,29.9%,0.4,49,0.0%,2.6%,-3.8%,-3.6%,
